# Source: PubChem BioAssay
# Shiga inhibitor – Shiga toxin inhibition | inhibition, % at 38.7 µM | Vero cells, Shiga toxin protein synthesis inhibition reporter | 9.2% of 290,000 active; in the data active means inhibition mostly above about 28%, no sharp cut-off; inactive means mostly below about 43%; further: 0% is about no effect
# Pf growth 48h – P. falciparum growth inhibition at 48 hours (one generation). P. falciparum luciferase growth in erythrocytes, 48 h. Potency, µM (top dose mostly 28.7 µM), for inactives: at the top dose activity change, negative = inhibition, most hits filed as inhibitors. 5.9% of 310,000 active. AID 504832; further: potency means the concentration at half of the fitted maximal effect; on the % scale 0 is the no-effect control and ±100 the full control effect
#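 Parasite viability was followed by luminescence of a genomically integrated firefly luciferase. Cultures held 0.1% parasitemia at 2% hematocrit (final), incubated under 5% CO2 at 37 C.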
# Sm TGR inh – inhibitors of Schistosoma mansoni thioredoxin glutathione reductase; Q962Y6; purified TGR, DTNB reduction, TNB absorbance 405 nm; Potency, µM (highest dose often 114 µM), inactives show top-dose activity change, negative = inhibition, usual class: inhibitors; 3% of 360,000 active; further: potency means the concentration at half of the fitted maximal effect; on the % scale 0 is the no-effect control and ±100 the full control effect; nearly all actives have a fitted effect of over 60% in size
#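 Kinetic colorimetric format: TGR-catalysed, NADPH-driven DTNB reduction monitored via TNB absorbance. Enzyme dispensed at 20 nM; compound exposure 15 min at room temperature before reaction start.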
# Cycloheximide cs – counter-screen hit for Shiga toxin inhibitors, cycloheximide; max response, %; 12% of 300,000 active; cell reporter, cycloheximide protein synthesis inhibition counterscreen; in the data active means max response mostly above about 13%, no sharp cut-off; inactive means mostly below about 14%; further: read at 38.3 µM for the half of the compounds with a filed dose; 0% is about no effect
# Pf growth 96h – inhibits malaria parasite growth, 96 h; P. falciparum luciferase reporter growth, 96 h; AID 504834; Potency, µM (top dose mostly 28.7 µM), without a hit: at the top dose activity change, negative = inhibition, actives largely listed as inhibitors; 6.9% of 320,000 active; further: potency means the concentration at half of the fitted maximal effect; on the % scale 0 is the no-effect control and ±100 the full control effect
#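 Erythrocytes infected with luciferase-expressing P. falciparum were dispensed at 2% hematocrit and 0.05% parasitemia (final), then incubated with compounds 96 hours at 37 C in 5% CO2. Luminescence after detection reagent addition reported growth.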
# FBPA Giardia inh – Giardia lamblia aldolase inhibition; purified Giardia FBPA; 0.71% of 290,000 active; Potency, µM (highest dose often 59.6 µM), without a hit: at the highest dose activity, negative = inhibition, hits mostly inhibitors; further: potency means the concentration at half of the fitted maximal effect; on the % scale 0 is the no-effect control and ±100 the full control effect; nearly all actives have a fitted effect of over 55% in size
# Target sequence (A8B2U2 whole entry, looked up): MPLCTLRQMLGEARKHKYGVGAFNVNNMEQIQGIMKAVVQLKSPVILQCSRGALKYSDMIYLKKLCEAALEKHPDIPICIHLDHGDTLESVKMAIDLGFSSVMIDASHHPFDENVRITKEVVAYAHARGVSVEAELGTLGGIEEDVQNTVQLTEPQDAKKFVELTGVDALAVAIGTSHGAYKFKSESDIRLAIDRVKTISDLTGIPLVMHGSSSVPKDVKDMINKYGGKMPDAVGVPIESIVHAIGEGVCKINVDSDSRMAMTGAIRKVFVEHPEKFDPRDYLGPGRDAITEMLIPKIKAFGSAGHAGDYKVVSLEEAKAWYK
#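 40 nM FBPA preincubated 10 min at RT with compound (up to 57.5 uM final), then substrate plus GAPDH/TPI/NAD/arsenate coupling and diaphorase/resazurin added. Fluorescence read after 20 min at RT, 525/598 nm.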
# An asterisk follows results filed as active; ? = inconclusive; . = not tested or not shown; [ ] = remark or other dose. Unless noted, the call rests on the fitted dose curve; in most records, active means well fitted curve in the direction sought with a large enough effect; inconclusive means small, poorly fitted or top-dose-only effect, or another doubt; inactive means no such curve, though single readings can be large; an effect the other way counts as inactive or inconclusive.
(1) CC(C)C(=O)Nc1nnc(COc2ccc(Cl)cc2)s1
(2) Cc1ccc2c(c1)c1ncn(Cc3ccc(F)cc3)c(=O)c1n2C
(3) CC(=O)NN1C(=O)c2ccccc2NC1c1ccco1 (configuration not stated)
(4) CC1CCC(NC(=O)CCCn2sc3ccccc3c2=O)CC1 (configuration not stated)
(5) COc1ccc(OC)c2[nH]c(=O)c(CCNC(=O)c3cc4ccccc4o3)cc12
(6) Cc1cc(NCCCn2ccnc2)n2nc(C)c(-c3ccc(Cl)cc3)c2n1
(7) Cc1cc(C(F)(F)F)nn1CC(=O)N1CCOCC1
(8) CCc1nc2ccccc2nc1N1CCN(S(=O)(=O)c2c(C)cc(Cl)cc2C)CC1

Compound	1	2	3	4	5	6	7	8
Shiga inhibitor	13	-13	17	11	-8	36	40	-10
Pf growth 48h	14%	?	1%	48%[activator]	8.3µM*	.	8%	-11%
Sm TGR inh	9%	1%	0%	3%	6%	12%	0%	2%
Cycloheximide cs	8	-2	11	22*	1	26*	-2	1
Pf growth 96h	25%	?	?	9%	5.2µM*	2%	.	-6%
FBPA Giardia inh	3%	0%	6%	4%	-11%	12%	6%	1%

(9) Cc1nn(-c2ccccc2)c(Cl)c1/C=N/NC(=O)c1ccnn1C
(10) O=S(=O)(c1ccccc1F)N1CCN(CCOc2ccccc2)CC1
(11) CC1=NC(C)(C)Cc2c(C)cccc21
(12) N#Cc1ccc(C(CC(=O)O)N2Cc3ccccc3C2=O)cc1 (configuration not stated)
(13) O=C(O)c1ccc(CNC(=O)c2ccccc2NC(=O)c2ccc([N+](=O)[O-])cc2)cc1
(14) O=C(CN1CCCc2ccccc21)NC(=O)NCc1ccccc1
(15) O=c1[nH]n(Cc2ccccc2)c(=O)c2ccccc12
(16) CC(=O)N1CCc2c(sc3c2c(=O)n(-c2ccccc2)c(=O)n3Cc2ccccc2Cl)C1

Compound	9	10	11	12	13	14	15	16
Shiga inhibitor	107*	.	-9	-5	10	-5	4	-6
Pf growth 48h	94%[activator]	-7%	-11%	2%[0.00184 µM]	17%	?	46%[activator]	?
Sm TGR inh	-8%	-11%	-1%	0%	0%	-6%	-29%	5%
Cycloheximide cs	34*	.	-5	-4	-2	2	26*	-6
Pf growth 96h	97%[activator]	?	79%[activator]	26%	22%	?	100%[activator]	12µM*
FBPA Giardia inh	.	.	-5%	2%	6%	-1%	3%	7%

(17) Cc1nn(CC(=O)N2CCN(c3ccccc3)CC2)c(C)c1[N+](=O)[O-]
(18) COc1ccccc1-n1c(CNC(=O)c2ccco2)n[nH]c1=S
(19) COc1ccc(C)cc1NC(=O)CSc1ccc(-c2sc(C)nc2C)nn1
(20) COc1ccc(N(CC(=O)NCc2cccs2)S(=O)(=O)c2c(C)nn(C)c2C)cc1
(21) CC(=O)CSc1nnc(Cc2ccc3c(c2)OCO3)o1
(22) Cc1ccccc1C(=O)N/N=C/c1ccsc1C
(23) Clc1nnc(NN=C2CCCC2)c2ccccc12
(24) O=C(NC(Cc1ccccc1)C(=O)N1CCN(c2ccccc2O)CC1)c1ccccc1 (configuration not stated)

Compound	17	18	19	20	21	22	23	24
Shiga inhibitor	-14	-1	-5	-25	24	125*	4	.
Pf growth 48h	-1%	-2%	12µM*	.	30%	232%[activator]	35%[activator]	8.3µM*
Sm TGR inh	-5%	1%	5%	0%	-27%	0%	-1%	-1%
Cycloheximide cs	3	-4	-2	10	10	81*	-1	.
Pf growth 96h	32%[activator]	46%[activator]	1%	?	15%	82%	-28%	6.6µM*
FBPA Giardia inh	6%	11µM*	-5%	-2%	4%	19%	-19%	.

(25) CN1C(=O)c2ccccc2Sc2ccc(NC(=O)NC3CC3)cc21
(26) CCn1c(SCC(=O)c2ccc3ccccc3c2)nnc1-c1cccs1
(27) O=C(NCC1CCCCC1)c1cccnc1Cl
(28) Cc1ccc(CSc2nnc(CNc3ccc(F)cc3)o2)cc1
(29) COc1ccc([C@H]2CC(=O)C=C(c3ccc(F)cc3OCc3ccccc3)C2)cc1
(30) NC(=O)c1ccc(NC(=O)COC(=O)C(Cc2ccccc2)NC(=O)c2ccccc2)cc1 (configuration not stated)
(31) O=C(c1ccc(F)c([N+](=O)[O-])c1)N1CC2CC(C1)c1cccc(=O)n1C2 (configuration not stated)
(32) Cc1ccccc1C(=O)Nc1c(C(=O)N(CCN(C)C)Cc2ccco2)oc2ccccc12

Compound	25	26	27	28	29	30	31	32
Shiga inhibitor	-17	-3	31	-10	.	-4	105*	15
Pf growth 48h	?	74%[activator]	20%	14%	?	-7%	-14%	?
Sm TGR inh	7%	-24%	7%	0%	-4%	.	?	-28%
Cycloheximide cs	-4	-3	8	-5	.	-2	44*	-1
Pf growth 96h	-2%	-4%	12%	100%[activator]	-21%	18%	-6%	43%[activator]
FBPA Giardia inh	10%	-12%	7%	-6%	.	5%	1%	0%

(33) O=C(CCc1nnc2ccc(N3CCC4(CC3)OCCO4)nn12)NCc1ccc(F)cc1
(34) O=C(CC1SC(N2CCCCC2)=NC1=O)Nc1ccc(C(=O)Nc2ccccc2)cc1 (configuration not stated)
(35) CCCCCn1c(CNC(=O)COC)nc2ccccc21
(36) Cc1ccccc1NC(=O)NNC(=O)c1ccc2ccccc2c1
(37) COc1ccccc1OC(=O)c1cc2ccccc2oc1=O
(38) CCOC(=O)C1(CCOc2ccccc2)CCN(C(=O)c2cncs2)CC1
(39) CCCCn1c(N)c(N(CCOC)C(=O)CN(C)S(=O)(=O)c2ccc(Cl)cc2)c(=O)[nH]c1=O
(40) c1ccc(CN(Cc2ccco2)C(c2ccncc2)c2nnnn2C2CCCC2)cc1 (configuration not stated)

Compound	33	34	35	36	37	38	39	40
Shiga inhibitor	20	.	-15	-7	18	-5	-16	-4
Pf growth 48h	-10%	?	-6%	1%	-1%	?	?	?
Sm TGR inh	-9%	0%	3%	-17%	-21%	8%	21%	22µM*
Cycloheximide cs	13	.	-2	0	0	1	11	1
Pf growth 96h	-12%	?	4%	66%[activator]	?	9.3µM*	?	10µM*
FBPA Giardia inh	1%	.	-1%	2%	0%	-2%	.	?

(41) COc1cc(O)cc2cc3c(c(O)c12)C(=O)CC(C)(O)O3 (configuration not stated)
(42) Cn1c(SCC(=O)Nc2ccc3[nH]c(=O)[nH]c3c2)nnc1-c1ccccc1
(43) COC(=NC1CCCCC1)C(O)c1c[nH]c2ccccc12 (configuration not stated)
(44) CN(C)C(=O)COC(=O)[C@H](Cc1ccccc1)NC(=O)c1ccco1
(45) COc1cc2c(cc1OC)-c1nnc(-c3cccs3)n1C1(CCCC1)C2
(46) CCOc1ccc(C(=O)Nc2c3c(nn2-c2cccc(C)c2C)CS(=O)C3)cc1 (configuration not stated)
(47) CC1CCC(NC(=O)CNC(=S)N2CC3CC(C2)c2cccc(=O)n2C3)CC1 (configuration not stated)
(48) O=C(Nc1nc(-c2ccc(-c3ccccc3)cc2)cs1)C1CCCO1 (configuration not stated)

Compound	41	42	43	44	45	46	47	48
Shiga inhibitor	37*	-4	-7	17	-11	-14	-7	16
Pf growth 48h	?	4%	.	.	-9%	.	-2%	.
Sm TGR inh	-5%	-6%	8%	-16%	4%	-24%	0%	0%
Cycloheximide cs	35*	-2	-2	-4	-4	-7	3	22
Pf growth 96h	41%[activator]	-1%	-2%	-28%	?	-3%	19%	119%[activator]
FBPA Giardia inh	?	.	3%	5%	-1%	2%	-5%	4%

# Exported with two lines to a compound: part of the list above.
# Order of values – Shiga inhibitor, Pf growth 48h, Sm TGR inh, Cycloheximide cs, Pf growth 96h, FBPA Giardia inh
45	COc1cc2c(cc1OC)-c1nnc(-c3cccs3)n1C1(CCCC1)C2
    -11, -9%, 4%, -4, ?, -1%
46	CCOc1ccc(C(=O)Nc2c3c(nn2-c2cccc(C)c2C)CS(=O)C3)cc1 (configuration not stated)
    -14, ., -24%, -7, -3%, 2%
47	CC1CCC(NC(=O)CNC(=S)N2CC3CC(C2)c2cccc(=O)n2C3)CC1 (configuration not stated)
    -7, -2%, 0%, 3, 19%, -5%

# Shown tab-delimited: 3 of the compounds above.
nr	smiles	Shiga inhibitor	Pf growth 48h	Sm TGR inh	Cycloheximide cs	Pf growth 96h	FBPA Giardia inh
23	Clc1nnc(NN=C2CCCC2)c2ccccc12	4	35%[activator]	-1%	-1	-28%	-19%
30	NC(=O)c1ccc(NC(=O)COC(=O)C(Cc2ccccc2)NC(=O)c2ccccc2)cc1 (configuration not stated)	-4	-7%	.	-2	18%	5%
14	O=C(CN1CCCc2ccccc21)NC(=O)NCc1ccccc1	-5	?	-6%	2	?	-1%

# Other results follow.
(49) Cc1cc(C=O)c(C)n1CC1CCCO1 (configuration not stated)
(50) COc1ccc(OCC(=O)NC(=S)Nc2ccc3c4c(cccc24)CC3)cc1
(51) Cn1c(=S)n(/N=C/c2ccc3c(c2)OCO3)c2ccccc21
(52) Cc1ccc(C)c(NC(=O)c2ccccc2Sc2ccc([N+](=O)[O-])cc2Cl)c1
(53) O=C(NCc1ccccc1)C1CCN(S(=O)(=O)c2ccc(Cl)cc2)CC1
(54) C/C(=N\Nc1ccc(C(=O)O)cc1)c1ccc(Cl)s1
(55) Cc1ccc(/C=N/NC(=S)N2CCOCC2)cc1
(56) CCCc1cc(=O)n2[nH]c(NCc3ccccc3F)nc2n1

Compound	49	50	51	52	53	54	55	56
Shiga inhibitor	-21	-4	5	-7	-16	62*	83*	-9
Pf growth 48h	-22%	8%	35%[activator]	?	?	148%[activator]	2.3µM*	-2%
Sm TGR inh	-6%	4%	5%	1%	-13%	-2%	?	0%
Cycloheximide cs	-3	-2	-4	-3	0	40*	57*	-2
Pf growth 96h	.	39%[activator]	-3%[5.75 µM]	-13%	0%	?	?	.
FBPA Giardia inh	0%	-1%	-8%	3%	-2%	-3%	23%	0%

(57) CCCCNCc1cc(OCC)c(OCC)cc1Br
(58) COc1ccc(S(=O)(=O)N2CCC(C(=O)N3CCc4ccccc4C3)CC2)cc1OC
(59) N#Cc1ccc(OCC(=O)Nc2cccc(S(=O)(=O)NC3=NCCCCC3)c2)cc1
(60) CCN(CC1COc2ccccc2O1)C(=S)NC1CC2CCC1C2 (configuration not stated)
(61) Cc1nn(C)c(Cl)c1C(=O)NC(C(=O)O)c1ccccc1 (configuration not stated)
(62) CC(=O)NCCn1c(SCc2ccccc2C)nc2ccccc2c1=O
(63) CCOc1ccccc1NC(=O)NC1(C(=O)NCC2CCCO2)CCCCC1 (configuration not stated)
(64) CCOc1ccc(CC2c3cc(OCC)c(OCC)cc3CCN2C(=O)CN2CCN(C)CC2)cc1OCC (configuration not stated)

Compound	57	58	59	60	61	62	63	64
Shiga inhibitor	3	-5	.	3	14	-5	-3	-8
Pf growth 48h	-18%	-23%	48%[activator]	-32%[5.75 µM]	51%[activator]	?	-1%	?
Sm TGR inh	.	-6%	-2%	3%	35%	0%	1%	5%
Cycloheximide cs	-9	-3	.	1	-2	-5	-7	-3
Pf growth 96h	18%	8.3µM*	-1%	?	?	?	8%	?
FBPA Giardia inh	0%	-2%	.	-2%	2%	1%	-7%	-14%

(65) CC(C)Cc1nnc(NC(=O)CCN2C(=O)c3ccccc3C2=O)s1
(66) Cc1cccc(NC(=O)CNc2cc(C)ccc2C)c1
(67) COc1ccc(N=C2SCC(=O)N2Cc2ccccc2)cc1
(68) COc1ccc(N2CCN(C(=O)c3cccnc3)CC2)c([N+](=O)[O-])c1
(69) C=C(C)CSc1nnc([C@@H]2CCCN2)o1
(70) CC(=O)c1ccc(NC(=O)CC2S/C(=N/N=C3CCCCCC3)NC2=O)cc1 (configuration not stated)
(71) COc1ccc(OC)c(NC(=O)CSc2nc(C)cs2)c1

Compound	65	66	67	68	69	70	71
Shiga inhibitor	-20	41	2	-7	8	-2	5
Pf growth 48h	.	-3%	-13%	9%	12%	?	0%
Sm TGR inh	6%	-2%	0%	0%	0%	-26%	-16%
Cycloheximide cs	-6	15	22	-1	-2	-1	-2
Pf growth 96h	21%	0%	9.3µM*	25%	-3%	?	.
FBPA Giardia inh	4%	0%	-12%	0%	-13%	6%	0%
